UHRF1 binding – UHRF1 methyl-DNA binding inhibition. UHRF1 binding to methylated oligo, TR-FRET. hit rate 0.75% among 370,000. Q96T88. inhibition, % at 4.4 µM; in the data active means inhibition above about 21%;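 further: UHRF1 SRA domain binding a hemimethylated CpG hairpin DNA probe; 0% = median of test compound wells and 100% = reference inhibitor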
MBD2 DNA inh – blocks human MBD2 binding to methylated DNA; hit rate 0.31% among 370,000; inhibition, % at 4.4 µM; TR-FRET, MBD2 binding to methylated oligonucleotide; Q9UBB5; in the data active means inhibition above about 13%
Target sequence (Q9UBB5 whole entry, looked up): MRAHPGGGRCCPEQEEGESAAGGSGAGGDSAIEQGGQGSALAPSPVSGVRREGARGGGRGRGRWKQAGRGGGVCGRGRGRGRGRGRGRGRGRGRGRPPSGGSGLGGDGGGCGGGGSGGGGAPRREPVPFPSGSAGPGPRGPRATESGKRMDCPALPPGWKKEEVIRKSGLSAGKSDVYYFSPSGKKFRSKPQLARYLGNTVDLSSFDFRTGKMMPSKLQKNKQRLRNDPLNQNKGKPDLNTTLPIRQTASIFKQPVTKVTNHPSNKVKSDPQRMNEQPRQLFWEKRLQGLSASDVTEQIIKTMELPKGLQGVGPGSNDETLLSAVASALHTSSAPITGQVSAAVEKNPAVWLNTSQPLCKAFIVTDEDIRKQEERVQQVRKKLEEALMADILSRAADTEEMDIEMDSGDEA
PRMT1 FP inh – inhibitors of human PRMT1; inhibition, % at 2.79 µM; recombinant PRMT1, activity-based probe fluorescence polarization; hit rate 1.3% among 370,000;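 active means inhibition above about 21% made by adding two undisclosed values, limit read from the data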
SIAE inh – blocks human sialic acid acetylesterase. Q9HAT2. hit rate 0.69% among 370,000. SIAE FP-Rh probe binding, fluorescence polarization. inhibition, % at 9.66 µM;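 active means inhibition above a cutoff: mean of compounds within the control limits plus 3 SD of those, cut at about 17% in these data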;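 further: 0% = plate median of compound wells and 100% = probe without SIAE protein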
TCR CD3 inh – blocks the human TCR-CD3 interaction. TAMRA-labeled TCR probe fluorescence, biochemical. inhibition, % at 9.4 µM. hit rate 0.37% among 360,000. AID 651800; in the data active means inhibition above about 19%;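 further: recombinant mutant TCR 2C K166C tagged with TAMRA read by polarization; 0% = receptor in buffer alone and 100% = receptor with positive control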
NPR1 activator – GC-A (human) enzyme activation; P16066; HEK293 GC-A cells, cGMP TR-FRET, EC30 ANP; 0% at EC30 ANP, 100% saturating ANP; activation, % at 10 µM; hit rate 0.14% among 370,000; in the data active means activation above about 40%
mABHD4 FP – ABHD4 (mouse) inhibition, primary FP screen; Q8VD66; purified mABHD4, FP-Rh probe fluorescence polarization; inhibition, % at 8.92 µM; hit rate 0.54% among 370,000;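 active means inhibition exceeding the mean over every tested compound plus 3 SD, cut at about 30% in these data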;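 further: 0% = plate median of compound wells and 100% = S159A mutant with DMSO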
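Test system: mouse ABHD4 enzyme, wild type. Reagent: FP-Rh fluorescent activity-based probe, added after compound pre-incubation. Timing: pre-incubation 45 min, probe exposure 60 min, at 25 °C. Technique: FP readout, ex 525 nm / em 598 nm. Benchmarks: high control S159A mutant with DMSO, low control median of compound wells.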
NPR2 activator – GC-B (human) receptor activation; hit rate 0.11% among 370,000; activation, % at 10 µM; P20594; HEK293-GC-B cells, CNP EC30, cGMP TR-FRET; 0% at EC30 CNP, 100% saturating CNP;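 active means activation at 10 µM reaching about 35% in either raw or pattern-adjusted values, limit read from the data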
HTRA1 inh – HTRA1 (human) protease inhibition; AID 504803; recombinant HTRA1, FP-rhodamine activity-based probe, fluorescence polarization; hit rate 0.5% among 340,000; Q92743; inhibition, % at 5.96 µM; in the data active means inhibition above about 36%;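 further: 0% = enzyme with DMSO and 100% = wells lacking enzyme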
Target sequence (Q92743 whole entry, looked up): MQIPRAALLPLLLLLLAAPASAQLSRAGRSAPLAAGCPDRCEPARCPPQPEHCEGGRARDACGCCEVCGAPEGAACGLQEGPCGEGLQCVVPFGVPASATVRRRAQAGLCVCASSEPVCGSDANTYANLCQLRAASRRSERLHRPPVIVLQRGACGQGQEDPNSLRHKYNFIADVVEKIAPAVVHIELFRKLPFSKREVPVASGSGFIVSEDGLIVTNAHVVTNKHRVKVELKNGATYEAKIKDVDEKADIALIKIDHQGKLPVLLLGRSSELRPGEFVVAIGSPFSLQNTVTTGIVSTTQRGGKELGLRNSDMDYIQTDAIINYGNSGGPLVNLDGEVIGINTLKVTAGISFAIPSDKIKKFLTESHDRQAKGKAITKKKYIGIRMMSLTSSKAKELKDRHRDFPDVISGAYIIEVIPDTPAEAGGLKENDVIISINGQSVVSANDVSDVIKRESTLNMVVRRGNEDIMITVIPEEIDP
rCAG binder – molecules binding r(CAG) RNA repeats; r(CAG) RNA repeat, TO-PRO-1 dye displacement fluorescence; AID 651821; inhibition, % at 3 µM; hit rate 1.3% among 370,000;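 active means inhibition above the plate cutoff, the mean of all test compounds on that plate plus 3 SD, cut at about 35% in these data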;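 further: 0% = DMSO alone and 100% = 100 µM mitoxantrone as full dye displacement; higher means more dye released from RNA so lower well fluorescence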
An asterisk follows results filed as active; . = no result given. Some of the compounds tested, so the mix of outcomes need not match the whole.

The line under a structure holds: UHRF1 binding	MBD2 DNA inh	PRMT1 FP inh	SIAE inh	TCR CD3 inh	NPR1 activator	mABHD4 FP	NPR2 activator	HTRA1 inh	rCAG binder
> C(=N\n1cnnc1)/c1ccc2c(c1)OCCO2
  -5	-3	-3	8	1	-1	1	0	0	1
> Nc1ccc(N=Nc2ccccc2)cc1[N+](=O)[O-]
  -2	-2	1	18*	-3	4	12	-6	-3	8
> Cc1sc2ncnc(N3CCC(C(=O)N(C)CC(=O)Nc4ccccc4Cl)CC3)c2c1C
  1	-3	2	-3	-7	-3	2	4	-2	-3
> CCOC(=O)c1c(C)[nH]c(C)c1S(=O)(=O)N1CCN(c2cccc(C)c2)C(C)C1 (stereo not given)
  1	-4	0	4	6	-13	-2	-2	0	-3
> Cc1ccnc(N2CCCC(C(=O)NC3CC3)C2)n1 (stereo not given)
  -4	0	0	4	7	2	-2	3	-2	2
> Cc1ccc(SC(c2ccc(C)cc2)C(Cn2cncn2)C(=O)c2ccccc2)cc1 (stereo not given)
  0	1	0	-10	2	-8	-3	-15	-2	1
> O=C(Nc1ccc(F)cc1)C(c1ccccc1)N1CCN(c2cccc(C(F)(F)F)n2)CC1 (stereo not given)
  1	3	-3	-11	2	-4	-4	1	.	1
> CCOC(=O)/C(C(C)=O)=C1\OC(=O)c2ccccc21
  -1	0	0	3	2	2	4	-1	-1	2
> CCn1c(SCC(=O)NN=Cc2c[nH]c3ccccc23)nc2ccccc21
  -2	-6	3	3	.	-9	6	-1	.	7
> CCOC(=O)c1cc(-c2ccc(OC)cc2F)nc2c1c(C)nn2CCC#N
  5	1	0	-12	5	8	-2	4	-34	3
> O=C(NCCO)c1cccc(-c2cccc3nccn23)c1
  4	7	4	-5	-10	-2	-6	-1	.	1
> O=C(Nc1cccc2ccccc12)c1ccccc1Cl
  1	-4	-5	-1	1	4	-5	2	-1	-4
> O=C(c1cc(-c2cccs2)on1)N1CCN(c2ccc(F)cc2)CC1
  0	1	1	-2	7	-4	-2	-4	-8	-2
> Cc1ccc(NC(=O)Cc2nc(CSc3nnc(-c4ccc5c(c4)OCO5)o3)cs2)cc1
  1	3	2	-1	-5	-2	14	-4	-28	1
> O=C(CC(c1ccccc1)c1ccccc1)Nc1ccc(O)cc1
  2	-6	-2	11	3	1	4	-2	-13	5
> COc1ccc(NC(=O)NC2CCN(S(=O)(=O)c3ccc(F)cc3)CC2)cc1OC
  3	-2	-3	4	.	1	2	-3	.	1
> COc1ccc(C(=O)Nc2nc(C)c(C(=O)N(C)C)s2)cc1OC
  6	10	0	-5	-2	-3	1	1	-2	-3
> N#Cc1ccccc1S(=O)(=O)NC(=O)[C@H]1O[C@@H](n2cnc3c(N)ncnc32)[C@H](O)[C@@H]1O
  -8	2	2	8	-3	2	2	1	.	2
> COc1ccc2c(c1)OC/C(=C/c1cccs1)C2=O
  -4	0	0	0	5	-12	-2	-5	-14	3
> Cc1ccc(S(=O)(=O)N2CCN(C(=O)CSc3ncn[nH]3)CC2)cc1
  4	5	2	4	-4	-1	-12	3	-1	1

2 compounds drawn at random from the list so far:
The line under a structure holds: UHRF1 binding	MBD2 DNA inh	PRMT1 FP inh	SIAE inh	TCR CD3 inh	NPR1 activator	mABHD4 FP	NPR2 activator	HTRA1 inh	rCAG binder
> Cc1sc2ncnc(N3CCC(C(=O)N(C)CC(=O)Nc4ccccc4Cl)CC3)c2c1C
  1	-3	2	-3	-7	-3	2	4	-2	-3
> CCn1c(SCC(=O)NN=Cc2c[nH]c3ccccc23)nc2ccccc21
  -2	-6	3	3	.	-9	6	-1	.	7

(listing goes on)
The line under a structure holds: UHRF1 binding	MBD2 DNA inh	PRMT1 FP inh	SIAE inh	TCR CD3 inh	NPR1 activator	mABHD4 FP	NPR2 activator	HTRA1 inh	rCAG binder
> O=C1CC(N2CCCCCC2)C(=O)N1c1ccc2c(c1)OCO2 (stereo not given)
  0	-1	69*	0	-2	2	3	1	4	1
> CSc1nc(Oc2ccc(F)cc2)c2ccccc2n1
  1	2	0	0	-5	12	-5	-1	4	-1
> CC1CN(C(=O)[C@@H]2CCCN2S(=O)(=O)c2ccc(Cl)cc2)CC(C)O1 (stereo not given in full)
  -1	0	-4	-1	9	0	-1	1	3	3
> COc1ccc(OC)c(S(=O)(=O)Nc2ccc(Oc3ccccc3)cc2)c1
  1	5	1	-7	3	2	-24	1	-42	6
> CSCCOC(=O)c1[nH]c2c(c1C)C(=O)CC(c1ccco1)C2 (stereo not given)
  10	1	1	-6	2	-6	0	-9	-11	8
> O=C1OC[C@@H]2CCCN2C(=O)[C@@H](CC(=O)N(CCO)Cc2ccccc2)C/C=C\CC[C@H]1Cc1ccc(F)cc1
  -2	-1	-2	0	7	1	1	-1	2	-5
> CC1(C)CC(=O)C=C(N2CCNCC2)C1
  5	6	1	0	2	4	1	0	12	-5
> COCCCNC(=S)N1CCN(C(=O)c2ccco2)CC1
  0	-1	-3	2	0	-2	0	2	1	4
> O=C(c1cnc2sccn2c1=O)N1CCN(c2ccccc2Cl)CC1
  -1	4	3	7	1	2	-4	0	-5	3
> CCCN(CCC)Cc1c(C(=O)N/N=C/c2ccsc2)nnn1-c1nonc1N
  1	-2	0	6	-4	-2	-17	4	-10	-1
> COc1ccc(Cn2cc(COC(=O)NCC(C)C)nn2)cc1
  -1	0	-1	-1	.	-1	4	5	.	3
> CCCCn1c2c(c(=O)n(C)c1=O)C(c1ccc(OC)cc1)N1CCCCCC1=N2 (stereo not given)
  1	6	-2	8	2	-1	3	0	-18	-3
> CNc1nnc(-c2ccc(N(C)C)cc2)s1
  -5	0	-5	9	-1	-6	4	-5	-2	-1
> Cc1ccc(-c2nnn(CC(=O)N(CCO)C(C(=O)NC3CCCCC3)c3ccncc3)n2)o1 (stereo not given)
  0	0	-1	-2	4	3	-11	-2	.	4
> O=C1S/C(=C\c2ccc(O)c([N+](=O)[O-])c2)C(=O)N1Cc1cccc([N+](=O)[O-])c1
  -2	-1	0	7	3	4	15	-1	.	8
> C=CCn1c(N(C)C)nc2c1c(=O)[nH]c(=O)n2C
  3	1	-5	-3	1	-1	-4	-3	5	2
> CCn1c2ccccc2c2cc(NC(=O)C3CCN(S(=O)(=O)c4cccs4)CC3)ccc21
  17	2	-2	4	-4	-3	2	-7	-4	5
> Cc1nc(N2CCC(C)CC2)c2nnn(Cc3ccccc3)c2n1
  1	3	-2	-5	0	4	-11	-1	-16	-1
> Cc1nn2cc(-c3ccc(Cl)cc3)cnc2c1Br
  -3	1	-1	-2	1	-5	0	0	1	0
> CC1CCCN(C(=O)Cn2c(=O)oc3cc(S(=O)(=O)N4CCCCC4)ccc32)C1 (stereo not given)
  -2	2	-1	9	-2	-3	3	6	1	2
> O=C(COC(=O)c1ccccn1)NC1CCCCC1
  7	3	1	5	1	-3	-6	-6	-6	2
> Cc1ccn2c(=O)c(NC(=O)c3ccc4c(c3)OCO4)c(C)nc2c1
  4	-3	3	7	1	3	-1	1	1	2
> CC(Oc1ccc(Cl)cc1Cl)C(=O)NNC(=O)C(=O)N1CCCC1 (stereo not given)
  -1	1	-1	-8	-5	0	-8	-1	-1	0
> CC(C)(C)c1cnnn1-c1ccc([N+](=O)[O-])cc1
  1	6	3	-4	-5	3	5	0	4	-4
> CC(C)C[C@H]1CN(CCCC[C@H]2CNC(=O)C(=O)N2Cc2ccccc2)C(=O)C(=O)N1CCC1CCCCC1
  0	0	-4	-2	4	0	-1	-1	.	2
> COc1ccc(-c2noc(-c3ccccc3C(=O)N3CCOCC3)n2)cc1
  -2	0	-1	-5	8	1	0	-1	1	1
> O=C1C(=O)N(Cc2cccnc2)C(c2ccc(Br)cc2)/C1=C(\O)c1ccc2c(c1)OCCO2 (stereo not given)
  1	2	2	2	-5	6	5	-5	3	3
> COc1ccc(C(=S)N2CCOCC2)cc1OC(=O)c1cc(OC)c(OC)c(OC)c1
  -2	4	-3	1	5	-1	2	6	-3	3
> O=C(CNC(=O)c1ccc(OC(F)F)cc1)NC1CCCc2ccccc21 (stereo not given)
  -2	0	-4	1	2	-1	-3	-2	-4	-1
> Nc1nc(N)c2c(n1)CCCC2
  1	-2	-1	-6	-2	2	5	1	3	0
> C#CCNC(=O)C[C@@H]1C[C@@]2(C(=O)OC)CCCCC=C2N(Cc2cccc3ccccc23)C1=O
  15	5	0	-4	-4	-7	-6	1	.	3
> O=C1CSC(c2cn(-c3ccccc3)nc2-c2cc3ccccc3o2)N1Cc1ccccc1 (stereo not given)
  -2	-2	0	-7	5	-2	0	-2	-7	2
> COc1ccccc1N1CC(C(=O)Nc2ccc(N3CCOCC3)cc2)CC1=O (stereo not given)
  1	-4	1	-5	-10	0	-4	2	-4	-1
> COc1ccccc1CN1CCNC(=O)C1CC(=O)NC1Cc2ccccc2C1 (stereo not given)
  2	1	4	4	-1	-1	0	4	-4	2
> CN(C/C=C/c1ccccc1)C1CCCCC1
  0	1	0	2	6	0	-3	3	1	2
> COc1ccc(S(=O)(=O)Oc2ccccc2C(N)=O)cc1
  0	-1	1	4	5	-2	-1	-6	3	2
> COc1ccc(OCC(=O)Nc2cc(S(=O)(=O)N3CCCCC3)ccc2OC)cc1
  2	-5	1	-3	-6	4	0	7	3	-2
> CCCc1cc(=O)oc2cc(OC(C)C(=O)NCc3ccccn3)c(Cl)cc12 (stereo not given)
  -1	1	0	-5	0	-10	2	-7	-4	-5
> COc1cccc2c(=O)c3c([nH]c12)OC(C)(C)C3
  -4	-6	-2	4	-5	2	4	6	1	1
> CC(N=C1NS(=O)(=O)c2ccccc21)C(=O)OCC(=O)N(C)C1CCS(=O)(=O)C1 (stereo not given)
  11	4	0	-8	3	4	0	3	-9	5

Bioassay records: PubChem BioAssay, several laboratories
